GLP1R cytotox = cytotoxicity in counter-screen for GLP-1R inverse agonists; HEK293 cAMP-luciferase reporter cells, luminescence, 24 h; 410,000 compounds, 0.13% hits; Potency, µM (doses to about 38.3 µM), inactives show at the top dose activity change, negative = inhibition, most hits filed as inhibitors;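 also: loss of luciferase light is scored as toxicity; potency is read from the fitted curve at half-maximal effect; % is scaled to controls: 0 for no effect and ±100 for the full control effect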
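Cells in DMEM/10% Nu serum/1% pen-strep, 1536-well format. Pre-incubated 12 h, dosed with 23 nL compound, incubated a further 24 h. Luciferase detection, 12 min at room temp, luminescence.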
WRN inhibitor = blocks human WRN helicase | Potency, µM (doses to about 114 µM), for inactives: at the highest dose activity change, negative = inhibition, hits mostly inhibitors | WRN helicase unwinding, fluorescent forked duplex, kinetic | 360,000 compounds, 0.46% hits | Q14191; also: potency is read from the fitted curve at half-maximal effect; % is scaled to controls: 0 for no effect and ±100 for the full control effect; nearly all actives have a fitted effect of over 55% in size
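WRN at 20 nM final was preincubated with compound for 15 min at room temperature; reaction started with 100 nM forked duplex oligonucleotide carrying fluorophore and quencher plus 2 mM ATP (final). Unwinding followed kinetically by red fluorescence (ex 525/em 598 nm).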
IL-2 act = activates IL-2 in a cell-based reporter assay. activation, % (series mostly up to about 46 µM). IL-2 activation reporter assay, cell-based qHTS; stimulated with anti-CD3/CD4/CD28 beads; in transgenic mouse T cells. 360,000 compounds, 0.065% hits; in the data active = activation above about 50%; inconclusive = mostly about 30% to 49%; also: 0% is about no effect
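Unstimulated transgenic mouse T cells, 750 per well, received compound and, after 60 minutes, anti-CD3/anti-CD4 bead plus anti-CD28 stimulation. EGFP and DsRed were quantified after 18 hours.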
D3 ag = agonists of human D3 dopamine receptor; D3R DiscoveRx beta-arrestin cells, luminescence, 90 min; max activation, %; 410,000 compounds, 0.58% hits; AID 652048; in the data active = max activation above about 30%; also: 0% is about no effect; mostly tested at two doses, the higher about 12 µM
Target sequence (P35462 whole entry, looked up): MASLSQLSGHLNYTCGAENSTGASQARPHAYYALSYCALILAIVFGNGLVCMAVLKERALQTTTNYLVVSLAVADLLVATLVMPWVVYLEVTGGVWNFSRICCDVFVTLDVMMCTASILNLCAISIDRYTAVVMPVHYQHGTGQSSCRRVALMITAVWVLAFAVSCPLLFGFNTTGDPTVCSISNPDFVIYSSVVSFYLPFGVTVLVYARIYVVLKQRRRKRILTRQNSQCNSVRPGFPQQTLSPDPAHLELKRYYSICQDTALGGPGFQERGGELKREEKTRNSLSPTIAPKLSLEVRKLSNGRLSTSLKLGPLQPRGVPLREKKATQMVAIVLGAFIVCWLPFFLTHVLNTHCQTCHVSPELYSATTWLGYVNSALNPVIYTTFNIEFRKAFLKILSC
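Agonist mode: compounds and dopamine controls were applied to plated cells for 90 min at 37 degrees C after an overnight attachment at 1500 cells/well. Luminescent read-out followed 30 - 60 minutes at room temperature with DiscoveRx detection reagent.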
D3 antag = D3 dopamine receptor (human) antagonism | max response, negative = inhibition, % | AID 652054 | D3R cells, DiscoveRx beta-arrestin luminescence, antagonist mode; hits give low values | 360,000 compounds, 2.5% hits; in the data active = max response below about -50%; inconclusive = no clear call, values can overlap the other calls; also: % is scaled to controls: 0 for no effect and ±100 for the full control effect; mostly tested at two doses, the higher about 12 µM
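Cells plated overnight at 1500 cells/well, then exposed to library compounds with dopamine controls for 90 minutes at 37 degrees C. DiscoveRx reagent added for 30–60 minutes at room temperature; luminescence read, quantitative HTS format.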
GLP-1R inv ag = GLP-1 receptor (human) inverse agonism | Potency, µM (doses to about 38.3 µM), for the others: at the top dose activity change, negative = inhibition, usual class: inhibitors | P43220 | HEK293 GLP-1R CRE-luciferase, luminescence, 24 h; GLP-1R form is constitutively active | 410,000 compounds, 1.6% hits | AID 624417; also: potency is read from the fitted curve at half-maximal effect; % is scaled to controls: 0 for no effect and ±100 for the full control effect; nearly all actives have a fitted effect of over 55% in size
Target sequence (P43220 whole entry, looked up): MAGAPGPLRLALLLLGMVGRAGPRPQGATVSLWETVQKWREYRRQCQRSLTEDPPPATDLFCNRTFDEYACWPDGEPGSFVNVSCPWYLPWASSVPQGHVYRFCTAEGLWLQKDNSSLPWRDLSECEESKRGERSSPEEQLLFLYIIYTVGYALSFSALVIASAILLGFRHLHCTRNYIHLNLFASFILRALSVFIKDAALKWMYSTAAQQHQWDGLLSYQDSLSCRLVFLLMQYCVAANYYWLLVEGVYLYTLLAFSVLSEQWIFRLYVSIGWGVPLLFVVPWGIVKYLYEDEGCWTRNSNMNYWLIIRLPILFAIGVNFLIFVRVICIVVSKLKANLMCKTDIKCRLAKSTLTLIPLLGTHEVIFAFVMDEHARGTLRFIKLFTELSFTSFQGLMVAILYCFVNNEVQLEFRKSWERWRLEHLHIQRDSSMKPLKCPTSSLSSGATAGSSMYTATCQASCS
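HEK293 cells stably co-expressing constitutively active GLP-1R and a cAMP-responsive luciferase reporter were seeded in DMEM with 10% Nu serum, given compounds after 12 h, and incubated 24 h at 37 deg C. Luminescence was then read.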
PI5P4Ka inh = blocks human PI5P4K alpha kinase activity | PI5P4Kalpha enzyme, ADP-Glo luminescence, 60 min; hits give low values | 330,000 compounds, 1.2% hits | max response, % | P48426 | AID 652105; active = max response of -50% or lower; inconclusive = between -30% and -50%; inactive = -30% or higher; also: value at the top dose of about 77 µM; % is scaled to controls: 0 for no effect and ±100 for the full control effect
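Human PI5P4Kalpha with substrate in 0.038 M HEPES pH 7.4, 0.28 mM EGTA, 0.1% CHAPS, 5% DMSO; reaction started with 5 microM ATP (final), 60 min at room temperature. ADP formed read by ADP-Glo luminescence.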
PLK1 PBD block = inhibitors of human PLK1 polo-box domain binding. 360,000 compounds, 2.8% hits. Plk1 PBD binding of FITC phosphopeptide, fluorescence polarization. P53350. Potency, µM, inactives show max response, negative = inhibition, most hits filed as inhibitors. AID 720504; also: potency is read from the fitted curve at half-maximal effect; series mostly up to about 57 µM; % is scaled to controls: 0 for no effect and ±100 for the full control effect; nearly all actives have a fitted effect of over 65% in size
GLP1R ag = GLP-1 receptor (human) agonism; HEK293 GLP-1R CRE-luciferase, luminescence, 4-6 h; cells express a hypersensitive GLP-1R form; AID 624172; P43220; Potency, µM (doses to about 45.6 µM), for the others: top-dose activation, most hits filed as activators; 380,000 compounds, 0.007% hits; also: potency is read from the fitted curve at half-maximal effect; % of control where 0% means no effect
Numbers without * were called inactive; ? = inconclusive; . = no result given; & = joins results of further samples; [ ] = dose if it differs, or a comment. Unless noted, calls follow the shape of the dose curve; as a rule, active = well fitted curve in the direction sought with a large enough effect; inconclusive = small, poorly fitted or top-dose-only effect, or another doubt; inactive = no such curve, though single readings can be large; an effect the other way counts as inactive or inconclusive.

SMILES	GLP1R cytotox	WRN inhibitor	IL-2 act	D3 ag	D3 antag	GLP-1R inv ag	PI5P4Ka inh	PLK1 PBD block	GLP1R ag
CCOC(=O)COc1cc(N2C(=O)CSCC2=O)c(Cl)cc1Cl	2%	-7%	-0.1	-4	15	-13%	.	-12%	0%
Cc1cccc(Oc2nc3c(c(=O)n(C)c(=O)n3C)n2Cc2ccccc2)c1C	5%	.	.	0	.	-9%	.	.	0%
Cc1nn(CCCC(=O)NCc2ccccc2)c(=O)c2nn(-c3ccccc3)c(C)c12	9%&6%	-10%	-4.1	1&3	-11	2%&-1%	0	-14%	-1%
Cc1ccc2c(c1)nnc1nnc(SCC(=O)O)n12	31%	-14%	-4.9	-10	-21	2%	-14	-3%	0%
Cc1ccc(C(=O)NNC(=S)NC(=O)COc2ccccc2)cc1	-4%	-9%	0.2	3	10	7%	.	27µM*	-4%
CC(C)CC#Cc1ccc2c(c1)O[C@H](CN(C)C(=O)Nc1ccccc1)[C@@H](C)CN([C@H](C)CO)S2(=O)=O	22%	-5%	-2.4	4	18	-5%	7	7%	-3%
COC(=O)CC1Oc2ccccc2N(Cc2ccccc2)C1=O (stereo not given)	-16%	-8%	-2.3	6	8	-25%	0	5%	17%
Cc1ccccc1NC(=O)CSCCN1C(=O)c2ccccc2C1=O	3%	-1%	-1.7	2	18	-2%	7	-11%	12%
CCC(C(=O)NC1CCCC1)n1c(SCc2cccc(C)c2)nc2ccncc21 (stereo not given)	8%	-9%	0.6	-5	7	?	1	-5%	3%
Cc1c(OCC(=O)NC(Cc2c[nH]c3ccc(O)cc23)C(=O)O)ccc2c3c(c(=O)oc12)CCC3 (stereo not given)	9%	?	-2.4	-1	-7	9%	-15	-7%	1%
O=C1CC(c2ccccc2)CC(O)=C1C=NCCN1CCNCC1 (stereo not given)	1%	2%	0.0	1	-19	9%	-7	3%	-12%
Cc1ccc(S(=O)(=O)N2CCN(C(=O)CSc3cc(C)ccc3C)CC2)c(C)c1	-6%	-12%	-5.4	-7	-1	?	12	-12%	0%
CCOc1cc(NC(=O)c2cccs2)c(OCC)cc1NC(=O)c1cccnc1	1%	9%	1.6	1	-1	2%	-2	-10%	10%
CCOC(=O)c1cccc(NC(=O)Cn2cc3c(n2)CCC(C)C3)c1 (stereo not given)	14%	2%	-0.3	2	-4	?	-1	?	7%
CC1CN(S(=O)(=O)c2ccc(C(=O)NC3CCCCC3)cc2)CC(C)O1 (stereo not given)	-4%	-10%	5.0	-5	-23	-10%	1	-3%	0%
CSc1nc(C)c(CCOC(=O)c2cccc(Cl)c2)c(=O)[nH]1	7%	-4%	-0.7	-4	1	0%	0	-19%	0%
CCN(CC)c1ccc(NC(=O)C2=CC=CN3CCS(=O)(=O)N=C23)cc1	-13%	3%	6.6	-7	-29	2%	1	5%	7%
O=S(=O)(Nc1cc(F)ccc1F)c1cccc2nsnc12	8%	9%	0.2	1	-11	0%	-1	-10%	-6%
N#CCCN(C(=O)COC(=O)c1n[nH]c2ccccc12)c1ccccc1	-12%	3%	-5.2	3	10	0%	-4	3%	-9%
COC(=O)C1=C(CS(=O)(=O)c2ccc(C)cc2)NC(=O)NC1c1ccc(OC)c(OC)c1 (stereo not given)	-1%	1%	-1.0	6	3	20%	0	3%	-4%
Cc1ccc(C2(C)NC(=O)N(CC(=O)NC(C)c3ccccc3)C2=O)cc1 (stereo not given)	12%	5%	-0.4	12	-20	-16%	7	-18%	5%
CCN1C/C(=C\c2cccc([N+](=O)[O-])c2)C(=O)/C(=C/c2cccc([N+](=O)[O-])c2)C1	5µM*	3%	-4.2	-17	?	?	2	?	-17%
COCCCNS(=O)(=O)c1ccc2[nH]c3c(c2c1)CCCCC3	-12%	0%	-0.8	2	4	-26%	-2	-8%	16%
CCN(CC)C(c1ccc(F)cc1)c1nnnn1C1CCCCC1 (stereo not given)	5%	3%	-1.7	1	15	3%	0	-5%	-10%
CCc1ccccc1N(C1=NCCCS1)S(=O)(=O)c1ccc(C(C)(C)C)cc1	19%	-11%	-4.3	-15	-19	?	14	-5%	0%
Cc1[nH]n(-c2ccc(Cl)c(Cl)c2)c(=O)c1CCO	13%	-13%	0.3	-5	-11	?	16	?	6%
O=C(NC1CCCCC1)C12CC3CC(C1)CC(n1cncn1)(C3)C2	0%	-21%[57.1 µM]	1.0	2	?	3%	1	-1%	1%
OCC[C@H]1C[C@H](O)[C@@H](O)[C@]2(CCc3ccccc3O2)O1	6%	3%	0.6	4	-28	-14%	-7	-3%	-3%
COc1ccc(S(=O)(=O)N2CCC(C)CC2)cc1N(C)S(=O)(=O)c1ccccc1	0%	0%	-1.9	-9	-5	10%	-1	5%	3%
CC1CCN(C(=O)COC(=O)c2ccccc2NC(=O)c2ccco2)CC1	-5%	-12%[57.1 µM]	-0.9	-3	3	11%	2	2%	-3%

Full records from above. Values in the order: GLP1R cytotox | WRN inhibitor | IL-2 act | D3 ag | D3 antag | GLP-1R inv ag | PI5P4Ka inh | PLK1 PBD block | GLP1R ag
CCc1ccccc1N(C1=NCCCS1)S(=O)(=O)c1ccc(C(C)(C)C)cc1 as listed: 19% | -11% | -4.3 | -15 | -19 | ? | 14 | -5% | 0%
CCN(CC)c1ccc(NC(=O)C2=CC=CN3CCS(=O)(=O)N=C23)cc1 as listed: -13% | 3% | 6.6 | -7 | -29 | 2% | 1 | 5% | 7%
CC1CCN(C(=O)COC(=O)c2ccccc2NC(=O)c2ccco2)CC1 as listed: -5% | -12%[57.1 µM] | -0.9 | -3 | 3 | 11% | 2 | 2% | -3%
CSc1nc(C)c(CCOC(=O)c2cccc(Cl)c2)c(=O)[nH]1 as listed: 7% | -4% | -0.7 | -4 | 1 | 0% | 0 | -19% | 0%

The results go on:
SMILES	GLP1R cytotox	WRN inhibitor	IL-2 act	D3 ag	D3 antag	GLP-1R inv ag	PI5P4Ka inh	PLK1 PBD block	GLP1R ag
COc1cc(OC)cc(C(=O)NCC(=O)OCC(=O)Nc2cc(S(C)(=O)=O)ccc2Cl)c1	-23%	-2%	-0.5	1	30	-3%	-6	1%	-2%
O=C(CCCN1C(=O)/C(=C/c2ccccc2OC(F)F)SC1=S)Nc1cccnc1	?	-20%	-1.0	4	14	?	-3	9%	-24%
COc1ccc(C2C(C(N)=O)=C(C)Nc3ncnn32)cc1 (stereo not given)	5%	-15%	1.0	1	-14	7%	.	1%	5%
O=[N+]([O-])c1ccc(OCc2n[nH]c(=S)n2-c2ccccc2)cc1	17%	-32%	0.1	-7	-28	11%	0	-11%	0%
C/C(Nc1ccc(F)cc1)=C(/C#N)C(N)=O	-16%	-2%	-1.0	3	10	6%	0	-7%	-7%
CCNCC(=O)Nc1c(C)cccc1C	-1%	3%	-0.5	14	15	9%	-1	-7%	1%
COc1ccc(Nc2nc(-c3ccccc3)nc3ccccc23)cc1	-24%	-11%	-4.0	11	51	?	11	-1%	19%
COc1nnc(-c2ccc(C(=O)N3C[C@@H]4C[C@H](C3)c3cccc(=O)n3C4)cc2)c2ccccc12	-6%	-14%	-0.2	-3	-5	8%	1	-5%	4%
Cc1csc(NC(=O)c2ccc3ccccc3n2)n1	?	-1%	-5.7	-25	0	?	3	-12%	6%
COCCCNC(=O)c1cccc2c(-c3ccnn3C)coc12	4%	3%	-0.6	-10	-21	-9%	1	-11%	-5%
COc1ccc(Nc2ccc(S(=O)(=O)N3CCCCC3)cc2[N+](=O)[O-])cc1OC	-20%	-19%	-0.8	3	18	1%	-1	-4%	?
CCOC(=O)c1ccc(-c2cccc(C(F)(F)F)c2)nc1C	-14%	-5%	0.4	11	14	-18%	.	-1%	-4%
O=C(c1cccc(F)c1)N(Cc1nc2ccccc2c(=O)[nH]1)C1CCCC1	?	8%	-4.7	2	6	?	7	-1%	3%
COc1ccc(C)cc1S(=O)(=O)Nc1cc2c3c(c1)CCC(=O)N3CCC2	-11%	-4%	5.7	0	6	115%[activator]	0	-1%	21%
COc1ccccc1/C=C1\SC(=O)N(CC(=O)N(C)C2CCS(=O)(=O)C2)C1=O (stereo not given)	-10%	-1%	-2.6	2	-3	-6%	3	-7%	5%
COc1cc(OC)c(N(C)C(=O)CCNC(=O)Cn2cnc3ccccc3c2=O)cc1Cl	0%&5%	-6%	-1.0	-3&5	-4	0%&10%	.	2%	2%
Cn1c(N2CCC(C(N)=O)CC2)nc2c1c(=O)n(Cc1cccc(Br)c1)c(=O)n2C	0%	-11%	1.1	0	-11	-1%	-5	1%	5%
CCOC(=O)c1ccc(NC(=O)c2nc[nH]c2C(=O)NCCCCCNC(=O)OC(C)(C)C)cc1	-8%	-1%	-0.7	52*	116	14%	-9	-6%	5%
Cc1ccc(OCC(=O)Nc2ccc(Cl)cc2)c([N+](=O)[O-])n1	0%	-6%	1.7	3	10	16%	6	7%	3%
COC(=O)[C@H]1C2CCC(C(=O)OC)(CC2)[C@H]1C(=O)OC	2%	7%	1.8	-9	-19	0%	.	-8%	-10%
COc1cccc(NC(=O)CN(C)C(=O)c2ccc(COc3ccccc3)cc2)c1	5%	-1%	-4.2	2	-6	?	7	1%	13%
O=C(NC1CCCC1)C(c1ccc(N2CCOCC2)cc1)N(Cc1ccccc1)C(=O)c1ccco1 (stereo not given)	-3%	4%	0.9	2	-17	-1%	-4	1%	-19%
COc1ccc(C(c2nnnn2Cc2ccccc2)N2CCN(C/C=C/c3ccccc3)CC2)cc1 (stereo not given)	-22%	-4%	-0.8	-16	-96*	?	-3	6%	-3%
Cc1nc(SCC#N)c2c(C)c(C)sc2n1	-8%	0%	-1.0	0	-14	62%[activator]	3	-3%	7%
Cc1ccc2nc(NS(=O)(=O)c3cn(C)nc3C)sc2c1	-8%	5%	-2.8	2	-14	6%	1	-14%	-4%
CCOC(=O)c1sc2nc(CC(C)C)c3c(c2c1N)CCC3	6%	-7%	-0.4	3	9	17%	2	-7%	-2%
COc1ccc2cc(C(=O)c3ccccc3)c(=O)oc2c1	5%	0%	-3.2	0	?	0%	.	-6%	12%
Cc1ccc(C(=O)NCC(=O)NCCCc2ccccc2)s1	-9%	9%	0.2	-2	-4	?	1	4%	2%

Source: PubChem
